Screening results from PubChem.
ARNT-TACC3 inh – disruptors of ARNT/TACC3 protein interaction, primary screen, biochemical, AlphaScreen, single concentration | Transforming acidic coiled-coil-containing protein 3 (Homo sapiens), Q9Y6A5 | AlphaScreen His-ARNT PAS-B/GST-TACC3 binding, luminescence; TACC3 fragment carries E629A point mutation | inhibition, % at 9.99 µM | 0.66% of 390,000 active;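 active = mean inhibition of replicates at least 50% and at least half of replicates each reaching 50%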;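 also: 0% = complete ARNT plus TACC3 wells and 100% = ARNT alone without TACC3; many hits fall short of the cut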
RAD54 inh – inhibitors of human RAD54 branch migration, primary screen, biochemical, fluorescence, single point. DNA repair and recombination protein RAD54-like (Homo sapiens), Q92698. RAD54 Holliday junction branch migration, FAM/BHQ fluorescence. inhibition, % at 10.4 µM. 0.14% of 360,000 active;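 active = mean normalized replicate activity at least 40 and at least half of replicates scoring 40 or more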;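 also: 0% = median of neutral control wells and 100% = median of positive control wells; inhibitors cause a drop in the FAM fluorescence signal; in these data hits start at about 50%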
Target sequence (Q92698 whole entry, looked up): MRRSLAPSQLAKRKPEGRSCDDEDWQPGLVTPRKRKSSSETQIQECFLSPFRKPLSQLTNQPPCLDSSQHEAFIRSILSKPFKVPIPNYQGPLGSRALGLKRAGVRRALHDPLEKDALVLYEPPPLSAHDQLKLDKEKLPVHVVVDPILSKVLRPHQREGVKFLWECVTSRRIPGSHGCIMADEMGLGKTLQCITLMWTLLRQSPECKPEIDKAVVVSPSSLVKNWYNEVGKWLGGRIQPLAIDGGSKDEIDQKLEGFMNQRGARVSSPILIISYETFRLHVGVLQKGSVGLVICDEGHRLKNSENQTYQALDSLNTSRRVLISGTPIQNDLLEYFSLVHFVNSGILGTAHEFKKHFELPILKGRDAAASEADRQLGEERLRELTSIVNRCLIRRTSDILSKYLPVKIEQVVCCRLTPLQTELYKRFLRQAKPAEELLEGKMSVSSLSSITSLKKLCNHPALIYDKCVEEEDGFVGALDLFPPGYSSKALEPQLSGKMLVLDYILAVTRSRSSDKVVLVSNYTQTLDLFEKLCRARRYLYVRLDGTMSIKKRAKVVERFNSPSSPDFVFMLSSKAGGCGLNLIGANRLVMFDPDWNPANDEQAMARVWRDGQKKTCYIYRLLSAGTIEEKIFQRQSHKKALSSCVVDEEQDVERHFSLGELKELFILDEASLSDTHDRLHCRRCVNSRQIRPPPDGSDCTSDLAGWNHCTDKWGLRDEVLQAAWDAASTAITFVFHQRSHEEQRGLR
* marks the source's active call; other numbers are inactive results. Only part of the results is shown; rates above refer to the full screens.

`COc1ccc(C2C(C(=O)Nc3cccc(C)n3)c3ccccc3C(=O)N2C)cc1OC` (stereo unspecified) gave ARNT-TACC3 inh 1 and RAD54 inh -6.
COc1cccc(Cn2cccc(NC(=O)NC3CCCCC3)c2=O)c1 was read as ARNT-TACC3 inh 11 and RAD54 inh 5.
`O=C1c2ccccc2NC(c2ccc3c(c2)OCO3)N1O` (stereo unspecified) gave ARNT-TACC3 inh 1 and RAD54 inh 3.
Screening O=c1[nH][nH]c(C(F)(F)F)c1C=Nc1ccccc1 returned ARNT-TACC3 inh -19 and RAD54 inh 2.
`Cc1cc(NC(c2cccnc2)c2c(C)[nH]c3ccccc23)no1` (stereo unspecified) gave ARNT-TACC3 inh 0 and RAD54 inh 1.
`CCOC(=O)c1nnc(-c2cccs2)nc1Oc1ccc(Cl)cc1` gave ARNT-TACC3 inh -11 and RAD54 inh 0.
Cc1ccc(N(NC(=O)C(C)(C)O)C(=O)c2ccccc2)cc1C was read as ARNT-TACC3 inh -6 and RAD54 inh 4.
For CCOC(=O)c1c(NC(=O)CSc2nnc(C)s2)sc2c1CCC(CC)C2 (stereo unspecified) the results were ARNT-TACC3 inh 0 and RAD54 inh 2.
`Cn1c2ccccc2c2cc(/C=N/NC(=O)c3ccc(O)cc3O)ccc21` gave ARNT-TACC3 inh 2 and RAD54 inh -5.
`O=C(CCc1ccc(CCC(=O)c2cccs2)s1)c1cccs1` gave ARNT-TACC3 inh 1 and RAD54 inh 5.
N#Cc1cc([N+](=O)[O-])c(-n2nnc3ccccc32)c([N+](=O)[O-])c1 was read as ARNT-TACC3 inh 2 and RAD54 inh 0.
COc1ccc(/C(N)=N/OC(=O)CSc2ccccc2)cc1 was read as ARNT-TACC3 inh -11 and RAD54 inh -5.
COc1ccccc1Nc1nc(N)nc(CSc2ncccn2)n1 was read as ARNT-TACC3 inh 3 and RAD54 inh 5.
For C=CCNc1nc2ccccc2nc1NS(=O)(=O)c1cccs1 the results were ARNT-TACC3 inh 2 and RAD54 inh -2.
Cc1cc(C)n(-c2nc(-c3ccccc3)cs2)n1 was read as ARNT-TACC3 inh -7 and RAD54 inh -9.
For O=C(Oc1ccc(=O)n(-c2ccccc2)n1)c1cccc(Cl)c1 the results were ARNT-TACC3 inh 9 and RAD54 inh 4.
`CCCCNc1nc2c(c(=O)n(C)c(=O)n2C)n1Cc1cccc(OC)c1` gave ARNT-TACC3 inh -3 and RAD54 inh 1.
`Cc1nc(=O)c(-c2ccccc2)c(C)n1-c1ccc(O)c(C(=O)O)c1` gave ARNT-TACC3 inh 3 and RAD54 inh -1.
`O=C(NNC1=NCCC1)c1cccc(Br)c1` gave ARNT-TACC3 inh -17 and RAD54 inh 0.
Screening O=C(O)CC(C(=O)NCc1ccccc1)C1CCCO1 (stereo unspecified) returned ARNT-TACC3 inh -2 and RAD54 inh 8.
`CCN1C(=O)/C(=C/N(C(C)=O)c2ccccc2)N(c2ccccc2)C1=S` gave ARNT-TACC3 inh -1 and RAD54 inh 4.
For Cc1ccccc1-c1ccc(C=Nc2c(C)n(C)n(-c3ccccc3)c2=O)o1 the results were ARNT-TACC3 inh 18 and RAD54 inh -1.
For CCN(CC)CC(=O)N1c2ccccc2Sc2ccc(Cl)cc21 the results were ARNT-TACC3 inh -6 and RAD54 inh -5.
O=S(=O)(Nc1ccc(-c2csc(-c3ccccc3)n2)cc1)c1ccc(F)cc1 was read as ARNT-TACC3 inh -4 and RAD54 inh 2.
`COc1ccc(C(=O)/C=C/Nc2ccc([N+](=O)[O-])cc2C)cc1OC` gave ARNT-TACC3 inh -1 and RAD54 inh 3.
CCN(CC)CCCNC(=O)CCc1ccccc1 was read as ARNT-TACC3 inh 8 and RAD54 inh -9.
COC(=O)C1=C(C)OC(N)=C(C#N)C1c1ccsc1 (stereo unspecified) was read as ARNT-TACC3 inh -1 and RAD54 inh -5.
CN1C(=O)C2(c3ccccc31)N(C)CC(c1ccccn1)C21SC(=S)N(Cc2ccco2)C1=O (stereo unspecified) was read as ARNT-TACC3 inh 8 and RAD54 inh 8.
O=C(c1cc2sccc2n1Cc1ccc(F)cc1)N1CCCc2ccccc21 was read as ARNT-TACC3 inh -11 and RAD54 inh 3.
CSc1ccc(Cl)c(C(=O)NCCOc2ccccc2)c1 was read as ARNT-TACC3 inh 1 and RAD54 inh -1.
For O=C(NCC1CCCO1)C(c1cccs1)N(Cc1cccs1)C(=O)Cn1nnc(-c2cccs2)n1 (stereo unspecified) the results were ARNT-TACC3 inh 3 and RAD54 inh -3.
For O=C(Nc1ccccc1-c1ccccc1)c1ccc(NC(=O)c2ccco2)cc1 the results were ARNT-TACC3 inh 1 and RAD54 inh 0.
COc1ccc(N(CC(=O)NCc2ccco2)S(C)(=O)=O)cc1OC was read as ARNT-TACC3 inh -10 and RAD54 inh -1.
For c1ccc(C(c2nnnn2Cc2ccco2)N2CCN(C3CCCC3)CC2)cc1 (stereo unspecified) the results were ARNT-TACC3 inh -1 and RAD54 inh 3.
Screening NNC(=O)c1nnn(-c2nonc2N)c1-c1cccs1 returned ARNT-TACC3 inh 35 and RAD54 inh -6.
`Cc1cc(C(=O)CSc2nnnn2C)c(C)n1-c1ccc2c(c1)OCCO2` gave ARNT-TACC3 inh 1 and RAD54 inh -2.

Two records drawn at random from the list so far:
For c1ccc(C(c2nnnn2Cc2ccco2)N2CCN(C3CCCC3)CC2)cc1 (stereo unspecified) the results were ARNT-TACC3 inh -1 and RAD54 inh 3.
`Cc1cc(C(=O)CSc2nnnn2C)c(C)n1-c1ccc2c(c1)OCCO2` gave ARNT-TACC3 inh 1 and RAD54 inh -2.

Back to the main list with the six entries that preceded the break.
For O=C(NCC1CCCO1)C(c1cccs1)N(Cc1cccs1)C(=O)Cn1nnc(-c2cccs2)n1 (stereo unspecified) the results were ARNT-TACC3 inh 3 and RAD54 inh -3.
For O=C(Nc1ccccc1-c1ccccc1)c1ccc(NC(=O)c2ccco2)cc1 the results were ARNT-TACC3 inh 1 and RAD54 inh 0.
COc1ccc(N(CC(=O)NCc2ccco2)S(C)(=O)=O)cc1OC was read as ARNT-TACC3 inh -10 and RAD54 inh -1.
For c1ccc(C(c2nnnn2Cc2ccco2)N2CCN(C3CCCC3)CC2)cc1 (stereo unspecified) the results were ARNT-TACC3 inh -1 and RAD54 inh 3.
Screening NNC(=O)c1nnn(-c2nonc2N)c1-c1cccs1 returned ARNT-TACC3 inh 35 and RAD54 inh -6.
`Cc1cc(C(=O)CSc2nnnn2C)c(C)n1-c1ccc2c(c1)OCCO2` gave ARNT-TACC3 inh 1 and RAD54 inh -2.
CCOC(=O)c1c(NC(=O)CCl)sc(C(=O)N(CC)CC)c1C was read as ARNT-TACC3 inh 1 and RAD54 inh -3.
`Cc1cc(C(=O)CSC(C)c2nc3ccccc3c(=O)[nH]2)c(C)n1C` (stereo unspecified) gave ARNT-TACC3 inh 14 and RAD54 inh 6.
Screening CCCCn1nnnc1SCC(=O)N1CCOCC1 returned ARNT-TACC3 inh -2 and RAD54 inh -3.
`CCCNC(=O)c1nc2ncc(Br)cn2n1` gave ARNT-TACC3 inh -6 and RAD54 inh 5.
For CCN(CC)C(=O)CSc1nc(-c2cccs2)cc(-c2cccs2)c1C#N the results were ARNT-TACC3 inh 1 and RAD54 inh -7.
Screening CCc1cccc2c(C#N)cn(CC(=O)NCc3ccco3)c12 returned ARNT-TACC3 inh -2 and RAD54 inh 2.
`CCCCNC(=O)CC1N=C2c3ccccc3N=C(SCC(=O)Nc3ccccc3OC)N2C1=O` (stereo unspecified) gave ARNT-TACC3 inh 5 and RAD54 inh 36.
For COc1ccc(CCNc2oc(Cc3cccc4ccccc34)nc2C#N)cc1OC the results were ARNT-TACC3 inh 4 and RAD54 inh -9.
Oc1ccccc1-c1nc(NCc2ccco2)c2ccccc2n1 was read as ARNT-TACC3 inh -1 and RAD54 inh 9.
Screening CCC(C)(C)NC(=O)Cc1ccccc1OC returned ARNT-TACC3 inh -11 and RAD54 inh -8.
`C=CCc1c(O)nc(SCC(=O)c2ccccc2)[nH]c1=O` gave ARNT-TACC3 inh -1 and RAD54 inh -8.
For COCCCNC(=O)c1ccc(CNS(=O)(=O)c2ccc(NC(C)=O)cc2)cc1 the results were ARNT-TACC3 inh -3 and RAD54 inh 2.
Screening COc1ccc2nc(N3CCCC(O)C3)c(C#N)cc2c1 (stereo unspecified) returned ARNT-TACC3 inh -11 and RAD54 inh -10.
`O=C(OCc1ccc(Cl)c(Cl)c1)c1cnccn1` gave ARNT-TACC3 inh 9 and RAD54 inh 2.
Screening Cc1ccccc1NC(=O)CSc1nc(Nc2ccccc2)nc(N2CCOCC2)n1 returned ARNT-TACC3 inh 2 and RAD54 inh -1.
Screening CN(/N=C/c1ccncc1)C1=NS(=O)(=O)c2ccccc21 returned ARNT-TACC3 inh 35 and RAD54 inh -10.
For O=C(CSc1nnc(CNC(=O)c2c(F)cccc2Cl)o1)Nc1ccc2c(c1)OCCO2 the results were ARNT-TACC3 inh -7 and RAD54 inh 0.
For COc1ccc(OCC(=O)Nc2ccccc2OC(F)F)cc1 the results were ARNT-TACC3 inh -6 and RAD54 inh -6.
`CS(=O)(=O)NCCSc1nnnn1-c1ccccc1` gave ARNT-TACC3 inh -5 and RAD54 inh 0.
Screening CCCOC(=O)c1cccc(NC(=O)C(C)(C)C)c1 returned ARNT-TACC3 inh -5 and RAD54 inh 2.
`CCOC(=O)N1CCC(NC(=O)c2cc(S(=O)(=O)N3CCCC3)cn2C)CC1` gave ARNT-TACC3 inh -2 and RAD54 inh 1.
Screening Nc1cc(N)nc(SCC(=O)Nc2ccccc2)n1 returned ARNT-TACC3 inh -4 and RAD54 inh 11.
CNCCCC1Sc2ccccc2Oc2ccccc21 (stereo unspecified) was read as ARNT-TACC3 inh 3 and RAD54 inh -24.
Screening CC1(C)CC(n2c(=S)[nH]c3ccccc3c2=O)CCO1 (stereo unspecified) returned ARNT-TACC3 inh -4 and RAD54 inh -3.
`COc1cc(/C=N/NC(=O)c2cccnc2)ccc1OC(=O)c1cccc(Br)c1` gave ARNT-TACC3 inh -3 and RAD54 inh -21.
For COc1cc2c(cc1OC)CN(Cc1nc3ccsc3c(=O)[nH]1)CC2 the results were ARNT-TACC3 inh 21 and RAD54 inh -4.
COc1ccc(C(C(=O)NC2CCCCC2)N(C(=O)CCl)c2ccc(Cl)cc2)cc1 (stereo unspecified) was read as ARNT-TACC3 inh -8 and RAD54 inh -1.
CCOC(=O)CNC(=O)CSc1nnc(-c2ccc(OC)cc2)n1CC was read as ARNT-TACC3 inh 0 and RAD54 inh -4.
For CCN(CC)CCN1C(=O)c2ccccc2NC1c1ccc(N(C)C)cc1 (stereo unspecified) the results were ARNT-TACC3 inh 0 and RAD54 inh 10.
`Cc1nn(Cc2ccc(C(=O)N3c4ccc(F)cc4CCC3C)o2)c(C)c1Br` (stereo unspecified) gave ARNT-TACC3 inh 0 and RAD54 inh -7.
For Cc1nn(CCC#N)c2nc(-c3ccccc3)cc(C(F)(F)F)c12 the results were ARNT-TACC3 inh -8 and RAD54 inh 0.
`Cc1ccc(C2=NNC(C(O)C(O)C(O)C(C)O)S2)cc1` (stereo unspecified) gave ARNT-TACC3 inh -14 and RAD54 inh -1.
COc1ccc(COc2cc(-c3cccc(OC)c3)nc3ccc(NC(=O)c4ccc(N(C)C)cc4)cc23)cc1 was read as ARNT-TACC3 inh 22 and RAD54 inh 0.
`CCn1c(C)cc(/C=C2\NC(=O)N(Cc3ccccc3)C2=O)c1C` gave ARNT-TACC3 inh -1 and RAD54 inh 5.
`COc1cc(NS(=O)(=O)c2ccc(OC)c(C)c2C)c(OC)cc1Cl` gave ARNT-TACC3 inh -16 and RAD54 inh 1.
Screening O=C(O)CCC(=O)Nc1ccc(F)cc1 returned ARNT-TACC3 inh 2 and RAD54 inh -5.
`Cc1ccc(C)c(NS(=O)(=O)c2ccc(OCC(=O)NCc3ccco3)cc2)c1` gave ARNT-TACC3 inh -1 and RAD54 inh 5.
For O=S(=O)(NCc1ccc2c(c1)OCO2)c1cccc2cccnc12 the results were ARNT-TACC3 inh 2 and RAD54 inh 1.
Screening CCCCOC(=O)c1ccc(NC(=O)c2cnc3n(c2=O)CCS3)cc1 returned ARNT-TACC3 inh 10 and RAD54 inh -4.
`O=c1cc(-c2ccccc2Cl)oc2c(NS(=O)(=O)c3cc(Cl)cc(Cl)c3O)ccc(O)c12` gave ARNT-TACC3 inh -12 and RAD54 inh -4.
For O=C(Nc1ccccc1Cl)N1CCn2c(nc3ccccc32)C1 the results were ARNT-TACC3 inh -8 and RAD54 inh -5.
Cc1cccc(OCC(=O)N(C)CCc2ccccn2)c1 was read as ARNT-TACC3 inh -1 and RAD54 inh 0.
CCC(=O)NC(Nc1ncc(C)s1)(C(=O)OC)C(F)(F)F (stereo unspecified) was read as ARNT-TACC3 inh 17 and RAD54 inh -5.
`CCCC(=O)Nc1nnc(CC(=O)OCC)s1` gave ARNT-TACC3 inh -10 and RAD54 inh -3.
Screening Cc1ccc(NC(=O)c2sccc2-n2cccc2)c(C)c1 returned ARNT-TACC3 inh 3 and RAD54 inh 6.
Screening Cc1ccc([N+](=O)[O-])cc1N/C=C1\CCc2ccccc2C1=O returned ARNT-TACC3 inh -5 and RAD54 inh -8.
For CC(C)C[C@H](NC(=O)OC(C)(C)C)c1nnc(SCc2ccccc2)o1 the results were ARNT-TACC3 inh -6 and RAD54 inh -8.
Screening CCCOc1c(Cl)cc(C(=O)Nc2ccc3c(c2)OCO3)cc1OCC returned ARNT-TACC3 inh -16 and RAD54 inh -4.
Screening COC(=O)c1[nH]c2ccc(C)cc2c1NC(=O)Nc1ccc(OC)cc1 returned ARNT-TACC3 inh 0 and RAD54 inh 2.
Screening CCOCCn1c(N(C)Cc2ccccc2)nc2c1c(=O)[nH]c(=O)n2C returned ARNT-TACC3 inh -6 and RAD54 inh 4.
